# TDP-43 yeast inh = TDP-43 toxicity inhibition in yeast; Potency, µM (doses to about 46.1 µM), inactives show top-dose growth rescue (activation), most hits filed as activators; 1.8% of 410,000 active; TDP-43 expressing yeast growth rescue, BacTiter-Glo, 24 h; AID 652104; also: potency is read from the fitted curve at half-maximal effect; % of control where 0% means no effect; nearly all actives have a fitted effect of over 50% in size
#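 Yeast expressing TDP-43 (pregrown in raffinose, seeded at OD600=0.02 in galactose medium) exposed to compounds 24 hr at 30 deg C. Growth read by BacTiter-Glo luminescence; rescue of toxicity appears as increased signal.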
# EPAC2 agonist = activates human EPAC2 exchange factor. AID 720711. Q8WZA2. 0.079% of 360,000 active. EPAC2 activation, biochemical qHTS; response scale: 100% = 6.5 mM cAMP response. Potency, µM (series often up to 154 µM), without a hit: at the highest dose activation, most hits filed as activators; also: potency is read from the fitted curve at half-maximal effect; nearly all actives have a fitted effect of over 50% in size
#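 Exchange assay: 100 nM EPAC2 with 250 nM Rap1B-BODIPY-GDP and 50 uM GDP. Fluorescence (ex 480/em 540 nm) read every 5 min for 30 min at room temperature. Data normalized to 6.5 mM cAMP as agonist control.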
# aSyn rescue = inhibitors of alpha-synuclein toxicity in yeast; Yeast expressing alpha-synuclein, growth rescue, BacTiter-Glo, 24 h; Potency, µM (top dose mostly 46.1 µM), inactives show at the top dose growth rescue (activation), usual class: activators; 0.14% of 370,000 active; also: potency is read from the fitted curve at half-maximal effect; % of control where 0% means no effect; nearly all actives have a fitted effect of over 65% in size
#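 Galactose-induced alpha-syn yeast (OD600=0.02, raffinose-pregrown) + pinned cpd, 24 hr, 30 deg C; growth by BacTiter-Glo luminescence. Growth restoration scores as activation.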
# Abeta yeast res = compounds reversing amyloid beta toxicity in yeast. 0.063% of 410,000 active. yeast expressing A-beta42, growth rescue, OD600, 48 h; response scale: 0% DMSO, 100% iron-clioquinol control. Potency, µM (titrated, usually from 46.1 µM), inactives show at the highest dose growth rescue, actives largely listed as activators. AID 1347071; also: potency is read from the fitted curve at half-maximal effect; nearly all actives have a fitted effect of over 55% in size
#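 Yeast A-beta toxicity model in growth medium with pinned compounds, 48 h at 30 C; growth read as absorbance at 600 nm. Normalized to FeCl3/clioquinol equimolar mix (positive) and DMSO (negative).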
# DRD3 agonist = activates the human D3 dopamine receptor | P35462 | D3R DiscoveRx beta-arrestin cells, luminescence, 90 min | max activation, % | 0.58% of 410,000 active; in the data active = max activation above about 30%; also: 0% is about no effect; mostly tested at two doses, the higher about 12 µM
# Target sequence (P35462 whole entry, looked up): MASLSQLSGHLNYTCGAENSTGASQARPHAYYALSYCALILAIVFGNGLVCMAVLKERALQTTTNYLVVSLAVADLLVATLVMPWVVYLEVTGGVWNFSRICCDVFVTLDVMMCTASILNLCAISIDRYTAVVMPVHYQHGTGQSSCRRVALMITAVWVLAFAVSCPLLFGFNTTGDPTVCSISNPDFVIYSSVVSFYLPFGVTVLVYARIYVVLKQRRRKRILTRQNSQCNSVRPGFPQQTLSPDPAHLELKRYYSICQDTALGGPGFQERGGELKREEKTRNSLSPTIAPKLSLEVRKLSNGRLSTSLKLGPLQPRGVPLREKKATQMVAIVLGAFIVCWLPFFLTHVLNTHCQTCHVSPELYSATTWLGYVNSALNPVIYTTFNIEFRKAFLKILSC
#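 Cells at 1500/well, incubated overnight, then treated with pinned compounds (dopamine as control) for 90 min at 37 degrees C. DiscoveRx reagent added for 30 - 60 minutes at room temperature; luminescence read.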
# D3 antag = blocks the human D3 dopamine receptor; max response, negative = inhibition, %; D3R cells, DiscoveRx beta-arrestin luminescence, antagonist mode; hits give low values; 2.5% of 360,000 active; in the data active = max response below about -50%; inconclusive = no clear call, values can overlap the other calls; also: % is scaled to controls: 0 for no effect and ±100 for the full control effect; mostly tested at two doses, the higher about 12 µM
#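 Cells expressing the human receptor were seeded at 1500 cells/well, incubated overnight at 37 degrees C in 5% CO2, then exposed to library compounds with dopamine controls for 90 minutes at 37 degrees C before luminescent detection.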
# FUS suppressor = suppressors of FUS proteinopathy in yeast. S. cerevisiae FUS-expressing, growth rescue, OD600, 24 h. Potency, µM (highest dose often 76.6 µM), for the others: at the highest dose growth rescue (activation), most hits filed as activators. 0.24% of 390,000 active. AID 1347120;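 also: potency is read from the fitted curve at half-maximal effect; plate controls were DMSO vehicle for no effect and reference control for full effect; nearly all actives have a fitted effect of over 55% in size; some results filed as inactive show a strong effect at the top dose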
#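 Cultures pregrown in 2.5% raffinose medium are shifted to minimal medium containing 2% galactose to express toxic FUS. Compounds are tested at several concentrations. After 24hr at 30C, growth is quantified at 600 nm absorbance.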
# EPAC2 antagonist = blocks human EPAC2 exchange factor; Q8WZA2; EPAC2 GEF exchange of Rap1B-BODIPY-GDP, fluorescence; Potency, µM (titrated, usually from 114 µM), for inactives: top-dose activity, negative = inhibition, usual class: inhibitors; 0.18% of 360,000 active; also: potency is read from the fitted curve at half-maximal effect; % is scaled to controls: 0 for no effect and ±100 for the full control effect; nearly all actives have a fitted effect of over 45% in size; many of its hits are not listed in these tables
# * = called active by the depositor; ? = inconclusive; · = not tested or not shown; & = joins results of further samples; ! = not active in a repeat; [ ] = remark or other dose. Unless noted, calls follow the shape of the dose curve; as a rule, active = well fitted curve in the direction sought with a large enough effect; inconclusive = small, poorly fitted or top-dose-only effect, or another doubt; inactive = no such curve, though single readings can be large; an effect the other way counts as inactive or inconclusive. An excerpt. The share of hits here may be higher or lower than overall.
# Preview:
[1] CC(=O)c1ccc(N(C(=O)CNC(=O)c2ccco2)C(C(=O)NC2CCCC2)c2ccc(C)o2)cc1 (stereo unspecified)
[2] COc1ccc(C)cc1S(=O)(=O)NC1CC1
[3] C=CCN(C(=O)CSc1nc2ccsc2c(=O)n1Cc1ccccn1)c1ccccc1

compound no.	1	2	3
TDP-43 yeast inh	-6%	-16%	13%
EPAC2 agonist	1%	-3%	4%
aSyn rescue	2%	2%	10%
Abeta yeast res	-5%	-15%	13%
DRD3 agonist	-25	4	-2
D3 antag	2	10	2
FUS suppressor	18%	-1%	18%
EPAC2 antagonist	-13%	20%	?

# Main list, from the start:
[1] CC(=O)c1ccc(N(C(=O)CNC(=O)c2ccco2)C(C(=O)NC2CCCC2)c2ccc(C)o2)cc1 (stereo unspecified)
[2] COc1ccc(C)cc1S(=O)(=O)NC1CC1
[3] C=CCN(C(=O)CSc1nc2ccsc2c(=O)n1Cc1ccccn1)c1ccccc1
[4] CCN(c1ccccc1)S(=O)(=O)c1cccc(C(=O)NCC(c2cccs2)N2CCOCC2)c1 (stereo unspecified)
[5] COc1ccc(N2C(=O)CC(Sc3nc4c(cc3C#N)CCC4)C2=O)cc1 (stereo unspecified)
[6] Cc1cc(C(=O)N/N=C/c2ccc(-c3ccc([N+](=O)[O-])cc3C)o2)n[nH]1
[7] Cc1ccccc1OCC(=O)NC(=S)Nc1ccccc1N1CCN(S(C)(=O)=O)CC1
[8] CC(OC(=O)Cc1n[nH]c(=O)c2ccccc12)C(=O)Nc1cc(Cl)cc(Cl)c1 (stereo unspecified)
[9] O=C(NCC1CCCO1)C(c1ccncc1)N(Cc1ccc(F)cc1)C(=O)CN1C(=O)c2ccccc2S1(=O)=O (stereo unspecified)
[10] CC(=O)c1ccc(OCC(O)CN2CCN(Cc3ccc4c(c3)OCO4)CC2)cc1 (stereo unspecified)

compound no.	1	2	3	4	5	6	7	8	9	10
TDP-43 yeast inh	-6%	-16%	13%	-3%	-12%	8%	-3%	-4%	9%	-1%&2%
EPAC2 agonist	1%	-3%	4%	5%	4%	5%	6%	5%	8%	1%&10%
aSyn rescue	2%	2%	10%	-3%	1%	-9%	-4%	0%	5%	-1%&1%
Abeta yeast res	-5%	-15%	13%	1%	1%	-4%	2%	7%	4%	-18%&-16%
DRD3 agonist	-25	4	-2	5	8	0	20	-7	4	-12&-15
D3 antag	2	10	2	15	-15	-15	46	-5	10	-51*!
FUS suppressor	18%	-1%	18%	6%	?	-9%	·	22%	·	-7%&-11%
EPAC2 antagonist	-13%	20%	?	-3%	3%	16%	-2%	-19%	-3%	-7%&5%

[11] CN(C(=O)COC(=O)C1CCN(S(=O)(=O)c2ccc3c(c2)OCCO3)CC1)c1ccccc1
[12] CCOC(=O)[C@H]1[C@H]2COc3ccccc3[C@@H]2N2C(=O)c3cc(Br)ccc3NC(=O)[C@@]12C
[13] COc1ccc(C)cc1NC(=O)COC(=O)C1CCN(C(=O)c2ccc(Cl)cc2)CC1
[14] COc1ccccc1C(=O)N1CCN(C(=O)c2oc3ccc(C)cc3c2C)CC1
[15] N#Cc1ccc(C(CC(=O)O)N2Cc3ccccc3C2=O)cc1 (stereo unspecified)
[16] Cc1ccc(F)c(NC(=O)c2c(-c3ccccc3)noc2C)c1
[17] CC(=O)N1CCN(C(=O)c2[nH]c(C(F)(F)F)nc2-c2ccccc2)CC1
[18] O=C(O)CC1COc2ccccc2N1C(=O)c1ccccc1Cl (stereo unspecified)
[19] COc1ccc(-c2nc3c(c(SCC(=O)N4CCOCC4)n2)COC(C)(C)C3)cc1
[20] Fc1ccc(C2CCCN2Cc2nc(Cc3ccccc3F)no2)cc1 (stereo unspecified)

compound no.	11	12	13	14	15	16	17	18	19	20
TDP-43 yeast inh	6%	-1%	-10%[1.82 µM]	?	17%	?	9%	6%	-3%	19%
EPAC2 agonist	-2%	10%	7%	1%	8%	26%	-18%	5%	-3%	11%
aSyn rescue	0%	3%	10%	9%	-3%	-4%	-4%	4%	·	-1%
Abeta yeast res	12%	30%	29%	-3%	-5%	-13%	-2%	-12%	10%	-3%
DRD3 agonist	3	-2	-1	-1	-2	1	9	4	-7	1
D3 antag	-5	0	-7	-5	-13	12	12	-3	-25	0
FUS suppressor	12%	21%	41%	·	-26%	-16%	-11%	3%	1%	2%
EPAC2 antagonist	-4%	1%	-11%	11%	5%	-16%	?	1%	-3%	-11%

[21] CCOC(=O)c1c(NC(=O)C2Cc3ccccc3C(=O)O2)sc2c1CCCC2 (stereo unspecified)
[22] CCOC(=O)c1ccc(NC(=O)Cn2nc(C)c3ccccc3c2=O)cc1
[23] Cc1ccc(F)cc1NC(=O)CCc1c(C)nn(-c2ccc(N3CCCCC3)nn2)c1C
[24] Cc1nn(C)c(C)c1NS(=O)(=O)c1c(C)n[nH]c1C
[25] CCN1CCN(C(c2cccs2)C(C)NC(=O)NC2CCCCC2)CC1 (stereo unspecified)
[26] CCCC(=O)n1nc(-c2cccnc2)nc1NCc1ccccc1
[27] NC(N)=Nc1nc2ccc(Br)cc2c(=O)[nH]1
[28] CC(=O)c1cccc(NC(=O)c2sc(-n3nc(C)c(Cc4ccccc4)c3C)nc2C)c1
[29] C=CCN1C(=O)CN=C1Nc1ccc(F)cc1
[30] CCCCCCSc1nc(O)c(C2OC(=O)c3c2ccc(OC)c3OC)c(=O)n1CC (stereo unspecified)

compound no.	21	22	23	24	25	26	27	28	29	30
TDP-43 yeast inh	-5%	14%	5%&22%	-21%	0%	-10%&9%	8%	13%	-10%	-1%
EPAC2 agonist	-3%	12%	5%	7%	4%	6%	14%	·	10%	-3%
aSyn rescue	3%	4%	0%	-6%	-2%	1%	2%	·	-1%	7%
Abeta yeast res	2%	-8%	9%&17%	-6%	-1%	-6%&-1%	-6%	-11%	-4%	-10%
DRD3 agonist	11	4	-1&-2	-8	-5	-1&2	4	16	-5	-1
D3 antag	14	7	5	10	0	33	-3	·	1	-15
FUS suppressor	6%	27%	20%&12%	-3%	-8%	11%&12%	17%	0%	-1%	?
EPAC2 antagonist	6%	0%	-1%	6%	-1%	-6%	-2%	·	3%	0%

[31] Cc1ccccc1NC(=O)c1ccc(Cn2cc([N+](=O)[O-])cn2)o1
[32] O=c1oc2ccccc2cc1-c1nnc(-c2cccc(Br)c2)o1
[33] COC(=O)C[C@@H]1CC[C@@H](NS(=O)(=O)c2ccc(OC)cc2)[C@@H](CO)O1
[34] Cc1ccc(Cl)cc1N1CCN(S(=O)(=O)c2c(C)[nH]c(C)c2C(=O)N2CCCCC2)CC1
[35] CC(=O)c1ccc(OCc2cc(C(=O)N(C)Cc3ccccn3)no2)cc1
[36] O=C(/C=C\c1ccccc1)Nc1ccc(NC(=O)c2ccco2)cc1
[37] CC(=O)N1CSCC1C(=O)N1CCN(c2ccc(N3CCOCC3)nn2)CC1 (stereo unspecified)
[38] CSc1cc(-c2ccc(Cl)cc2)c(C(=O)N2CCCC2)s1
[39] CCCn1nc(Oc2nc(NCC)nc(NCC)n2)ccc1=O
[40] COc1ccc(NCC(O)COc2ccc(C(C)(C)C)cc2)cc1 (stereo unspecified)

compound no.	31	32	33	34	35	36	37	38	39	40
TDP-43 yeast inh	15%	?	8%	9%	4%	35µM*	21%	6%	21%	16µM*
EPAC2 agonist	3%	-1%	5%	12%	0%	3%	9%	8%	5%	-5%
aSyn rescue	-2%	-3%	2%	1%	5%	7%	-7%	6%	-2%	24%
Abeta yeast res	-5%	-15%	0%	·	-11%	-18%	7%	-3%	0%	?
DRD3 agonist	-1	-2	2	-2	-9	2	1	4	-1	-1
D3 antag	0	3	3	-2	0	5	4	11	10	-20
FUS suppressor	16%	9%	1%	?	·	-5%	-11%	4%	23%	35%
EPAC2 antagonist	-15%	8%	25%	-18%	-4%	4%	-6%	-18%	8%	-2%

[41] O=C(Nc1ccc(C(=O)N2CCOCC2)cc1)c1cc(-c2cccnc2)nc2ccc(Br)cc12
[42] Cc1nnc(NC(=O)CSCc2ccccc2)s1
[43] Cc1ccc(CN2C(=O)CCC2C(=O)NCCCN2CCC(C)CC2)cc1 (stereo unspecified)
[44] Cc1ccc(Cl)c2sc(N3CCN(C(=O)C4CC4)CC3)nc12
[45] CCOC(=O)c1c(S(=O)(=O)NCC(=O)N2CCN(c3ccc(F)cc3)CC2)c(C)n(C)c1C
[46] Cn1c(SCC(=O)NCC2CCCO2)nnc1-c1ccc(Cl)cc1 (stereo unspecified)
[47] CC(C)(C)OC(=O)N1CCC(c2c(C(=O)N3CCCCC3)cnn2-c2ccccc2Cl)CC1
[48] Cc1ccc(-n2cc(CNCCCn3cccn3)c(-c3cccc(C)c3)n2)cc1
[49] COc1ccc(CCC(=O)NCCc2csc(-c3ccc(Cl)cc3)n2)cc1

compound no.	41	42	43	44	45	46	47	48	49
TDP-43 yeast inh	19%[9.22 µM]	0%	7%	14µM*	-9%	-7%	0%	-10%	?
EPAC2 agonist	-5%	22%	-2%	·	2%	15%	·	17%	·
aSyn rescue	-1%	5%	5%	·	-3%	-1%	·	10%	·
Abeta yeast res	-2%	7%	8%	-15%	10%	-18%	5%	-8%	-2%
DRD3 agonist	7	0	-12	0	4	-3	7	-20	13
D3 antag	18	-3	41	·	-2	-29	·	-73*	·
FUS suppressor	40%	-23%	·	?	18%	-22%	11%	23%	3%
EPAC2 antagonist	-7%	8%	-2%	·	-5%	3%	·	0%	·

# Quoted at random: 3 compounds from above, in no set order.
[1] CC(=O)c1ccc(N(C(=O)CNC(=O)c2ccco2)C(C(=O)NC2CCCC2)c2ccc(C)o2)cc1 (stereo unspecified)
[34] Cc1ccc(Cl)cc1N1CCN(S(=O)(=O)c2c(C)[nH]c(C)c2C(=O)N2CCCCC2)CC1
[10] CC(=O)c1ccc(OCC(O)CN2CCN(Cc3ccc4c(c3)OCO4)CC2)cc1 (stereo unspecified)

compound no.	1	34	10
TDP-43 yeast inh	-6%	9%	-1%&2%
EPAC2 agonist	1%	12%	1%&10%
aSyn rescue	2%	1%	-1%&1%
Abeta yeast res	-5%	·	-18%&-16%
DRD3 agonist	-25	-2	-12&-15
D3 antag	2	-2	-51*!
FUS suppressor	18%	?	-7%&-11%
EPAC2 antagonist	-13%	-18%	-7%&5%
